# SRC2 inh – human SRC2 (NCOA2) inhibition; HEK293 GAL4-SRC2 luciferase reporter, luminescence; Q15596; inhibition, % at 9 µM; 370,000 tested, 0.17% active;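 active = inhibition above the mean inhibition of all tested compounds plus 3 SD, set per campaign, cut at about 52% in these data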;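 also: 0% = DMSO treated cells and 100% = cells given Gossypol at 36 µM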
# TWEAK-Fn14 inh – TWEAK-Fn14 signaling inhibition. TWEAK-stimulated Fn14 reporter cells, luciferase luminescence, 8 h. inhibition, % at 10 µM. 360,000 tested, 2% active. AID 1159606; in the data active = inhibition above about 50%
# TROY NFkB inh – blocks TROY-dependent signaling in reporter cells; Q293 LMP1-TROYcd NF-kB luciferase reporter, 4 h; inhibition, % at 10 µM; 360,000 tested, 0.98% active;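 active = compounds whose plate-normalised and pattern-corrected inhibition of the luciferase reporter signal at the single screening dose is 50% or more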
# Granule exo inh – blocks lytic granule exocytosis; TALL-104 LAMP-1 surface exposure, flow cytometry; cells stimulated with thapsigargin and PMA; inhibition, % at 10 µM; 360,000 tested, 0.66% active; AID 651702;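 active = inhibition above about 55%, limit read from the data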
# SRC1 inh – inhibitors of human steroid receptor coactivator 1 (SRC1); AID 588354; 360,000 tested, 0.12% active; inhibition, % at 3.6 µM; HEK293 GAL4-SRC1 luciferase reporter, luminescence; Q15788;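 active = inhibition above the campaign mean plus 3 SD, with each screening campaign given its own cutoff, cut at about 60% in these data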;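 also: 0% = DMSO treated cells and 100% = gossypol at 36 µM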
# TLR9-MyD88 block – blocks human TLR9 binding to MyD88; 340,000 tested, 0.21% active; inhibition, % at 4.98 µM; AID 504734; CHO BLA complementation TLR9-MyD88, CCF4 FRET ratio;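 active = inhibition above the mean over all tested compounds plus 3 SD, cut at about 21% in these data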;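 also: 0% = DMSO only wells and 100% = clavulanate BLA inhibitor control wells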
# NR2F2 inh – inhibitors of human COUP-TFII (NR2F2); HEK293T NGFI-A luciferase reporter, luminescence; inhibition, % at 8.6 µM; 370,000 tested, 0.7% active; P24468;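 active = inhibition above a per-plate cutoff, mean inhibition of test wells between control levels plus 3 SD, cut at about 38% in these data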;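 also: cells cotransfected with COUP-TFII expression vector driving the NGFI-A reporter; 0% = median of COUP-TF2 test wells and 100% = reporter-only cells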
# Target sequence (P24468 whole entry, looked up): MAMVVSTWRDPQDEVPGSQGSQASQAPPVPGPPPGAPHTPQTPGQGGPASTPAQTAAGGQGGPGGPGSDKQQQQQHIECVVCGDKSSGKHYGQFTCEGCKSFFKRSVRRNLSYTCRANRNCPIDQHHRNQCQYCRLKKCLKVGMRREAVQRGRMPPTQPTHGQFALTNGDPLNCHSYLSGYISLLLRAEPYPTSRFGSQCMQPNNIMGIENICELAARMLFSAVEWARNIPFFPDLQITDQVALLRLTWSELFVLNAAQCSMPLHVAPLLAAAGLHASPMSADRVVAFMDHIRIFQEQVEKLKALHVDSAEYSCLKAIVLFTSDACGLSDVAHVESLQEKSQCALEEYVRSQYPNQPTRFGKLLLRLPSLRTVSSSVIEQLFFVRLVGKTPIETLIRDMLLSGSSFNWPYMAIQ
# NOD2 RIPK2 PPI – NOD2-RIPK2 protein interaction inhibition | O43353 | inhibition, % at 4.98 µM | CHO BLA complementation NOD2-RIPK2, CCF4 ratio | 360,000 tested, 0.38% active; in the data active = inhibition above about 21%;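 also: 0% = vehicle only and 100% = reference blocker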
# Target sequence (O43353 whole entry, looked up): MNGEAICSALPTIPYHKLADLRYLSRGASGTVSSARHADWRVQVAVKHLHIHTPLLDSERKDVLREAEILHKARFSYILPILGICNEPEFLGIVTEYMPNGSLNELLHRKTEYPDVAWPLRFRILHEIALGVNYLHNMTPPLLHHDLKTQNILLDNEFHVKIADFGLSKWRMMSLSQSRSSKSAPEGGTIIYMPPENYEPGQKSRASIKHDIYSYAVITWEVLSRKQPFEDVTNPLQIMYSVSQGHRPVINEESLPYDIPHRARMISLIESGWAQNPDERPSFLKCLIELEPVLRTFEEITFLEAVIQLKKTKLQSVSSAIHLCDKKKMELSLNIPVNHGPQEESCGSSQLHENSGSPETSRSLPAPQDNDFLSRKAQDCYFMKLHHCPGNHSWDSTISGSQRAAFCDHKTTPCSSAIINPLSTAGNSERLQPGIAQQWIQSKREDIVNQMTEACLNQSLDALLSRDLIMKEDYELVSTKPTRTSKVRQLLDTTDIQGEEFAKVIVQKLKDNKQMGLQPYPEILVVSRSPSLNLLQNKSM
# NCOA3 inh – inhibits human SRC3 coactivator; Q9Y6Q9; HEK293 GAL4-SRC3 luciferase reporter, luminescence; inhibition, % at 3.6 µM; 360,000 tested, 0.17% active;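 active = inhibition above a per-campaign cutoff, the mean of all compounds plus 3 SD, cut at about 60% in these data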;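 also: 0% = DMSO-treated cells and 100% = gossypol-treated cells at 36 µM; higher means less SRC3-driven luciferase light from the GAL4 reporter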
# ABHD5-PLIN5 inh – inhibitors of human ABHD5-perilipin-5 interaction | Q00G26+Q8WTS1 | Split G. princeps luciferase complementation, luminescence, 4 h | inhibition, % at 4 µM | 360,000 tested, 0.78% active;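 active = inhibition above the mean inhibition across every tested compound plus 3 SD, cut at about 22% in these data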;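 also: 0% = DMSO only wells and the 100% control is not disclosed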
# LRH-1 inv ag – inverse agonists of human LRH-1 (NR5A2) | O00482 | HEK293T StAR-luciferase reporter, LRH-1 transfected, 24 h | inhibition, % at 3.6 µM | 360,000 tested, 0.13% active | AID 602396;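 active = inhibition above the mean inhibition of all tested compounds plus 3 SD, cut at about 73% in these data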;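 also: 0% = DMSO wells and 100% = reporter-only cells lacking LRH-1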
# Starred values were filed as active, the others as inactive; . = not tested or not shown. Only part of the results is shown; count on the stated rates, not on these rows.
# Below each compound – SRC2 inh	TWEAK-Fn14 inh	TROY NFkB inh	Granule exo inh	SRC1 inh	TLR9-MyD88 block	NR2F2 inh	NOD2 RIPK2 PPI	NCOA3 inh	ABHD5-PLIN5 inh	LRH-1 inv ag
> O=C(OCC(=O)N1CCc2ccccc21)c1ccncc1
  4	6	-15	3	-4	1	7	-5	-9	5	10
> COc1cc(-c2[nH]ncc2CN2CCN(Cc3cccs3)CC2)cc(OC)c1OC
  -4	-5	-17	-2	-1	6	-20	-4	10	2	7
> CCOc1cccc(C=NCCc2ccc(OC)c(OC)c2)c1O
  4	16	17	26	-14	-9	8	0	-1	-4	-5
> CC(=O)c1cccc(NC(=O)CSc2ccc(-c3ccc4c(c3)OCO4)nn2)c1
  -14	-13	-25	4	-1	-2	-5	-4	-2	-1	3
> CCOC(=O)c1cc(CC)sc1NC(=O)COC(=O)c1cc[n+]([O-])cc1
  2	13	-6	-3	-9	0	9	-8	5	4	-1
> O=C(CSc1ccc2ccccc2c1)Nc1ccc(S(=O)(=O)Nc2nccs2)cc1
  8	11	-1	-2	-21	5	-2	-2	-9	-7	0
> CCC(C)c1ccccc1NC(=O)COC(=O)CCc1cc(OC)c(OC)c(OC)c1 (stereo not given)
  3	-9	-6	-1	-6	8	-10	1	22	0	-2
> O=C(O)CCN1C(=O)C(=C2CCCCCC2)SC1=S
  -4	7	-8	3	-24	0	0	-8	10	-7	10
> COc1ccc(-c2nnn(CCc3nn[nH]n3)n2)cc1
  -24	-3	-12	0	5	-3	7	-2	3	13	18
> CCc1c(C)sc2nc(SCC(=O)Nc3cc(C)on3)n(CCOC)c(=O)c12
  -2	-21	16	0	-16	6	10	-4	8	-8	-3
> COc1ccc(C(=O)NC(=S)Nc2ccc(S(=O)(=O)Nc3cc(C)on3)cc2)cc1OC
  9	-10	10	2	-20	1	-10	3	7	1	-23
> CC(C)c1cc(C(=O)OCC(=O)NC(=O)NCc2ccco2)c(O)c(C(C)C)c1
  -4	6	-24	-4	7	12	21	6	5	-6	-8
> Cc1ccc(S(=O)(=O)CCC(=O)OCC(=O)Nc2ncc(Cl)cc2Cl)cc1
  -33	-7	10	-1	-17	-13	-15	1	2	2	-3
> O=C(C1CCCCC1)N1CCCC(c2nc(-c3ccc(F)cc3)no2)C1 (stereo not given)
  -7	-4	-3	-4	7	-1	-22	-8	-1	9	-24
> COc1ccccc1C/C(N)=N/OC(=O)COc1ccc(C)cc1C
  -2	-15	-14	-2	0	-3	-8	2	-15	0	3
> CC(OC(=O)Cc1c[nH]c2ccccc12)C(=O)N(C)c1ccccc1 (stereo not given)
  -18	7	-20	-2	7	-4	-8	-9	3	10	11
> O=C(CN1C(=O)/C(=C2\SC(=S)N(C3CCS(=O)(=O)C3)C2=O)c2ccccc21)Nc1ccc(F)cc1 (stereo not given)
  19	78*	-9	-3	-3	.	-7	-11	-11	-7	1
> COc1ccccc1/C=N/N1C(=O)C2C3C=CC(CC3)C2C1=O (stereo not given)
  -5	6	0	8	-4	-4	-10	-2	8	1	9
> Cc1cc(O)c(C2(O)C(=O)Nc3cc(Br)ccc32)cc1C (stereo not given)
  -6	18	20	-9	8	-8	-2	2	-13	2	13
> Cc1cc(C)cc(OCC(=O)N(Cc2cccs2)C2CCS(=O)(=O)C2)c1 (stereo not given)
  11	2	-2	0	-3	-2	10	-6	10	-6	0
> COc1ccc(C(C(=O)NC2CCCCC2)N(C(=O)CCl)c2ccc(C)cc2)cc1 (stereo not given)
  38	57*	-2	3	27	0	-9	6	56	1	-13
> O=C(COC(=O)/C=C/c1ccc(OC(F)F)cc1)NCc1cccs1
  -6	9	7	-3	-24	-13	14	5	14	-2	12
> COc1cccc(N2CCN(C(=O)C3CCN(C(=O)Nc4ccccc4)CC3)CC2)c1
  -2	5	-27	0	3	5	-5	0	19	1	-3
> O=c1c(=NNc2ccccc2Cl)c(=O)c2ccccc12
  -19	98*	67*	-3	-32	-10	18	-4	-40	-3	-23
> O=C(c1ccccc1)N1CN2CN(C(=O)c3ccccc3)CC([N+](=O)[O-])(C2)C1
  6	0	4	-4	-6	-2	-3	-1	9	2	11
> Cc1ccc(CNC(=O)COC(=O)C2CCN(S(=O)(=O)c3cccs3)CC2)cc1
  -11	-18	-16	0	-8	-6	11	1	8	2	-11
> Cc1cccc(CNC(=O)c2cc(S(=O)(=O)N3CCOCC3)cn2C)c1
  -9	2	19	-1	-6	-1	6	-11	-1	11	-2
> CC(=O)c1c(C)nn(CC(O)Cn2c3c(c4cc(C)ccc42)CCCC3=O)c1C (stereo not given)
  21	-6	16	0	1	-3	12	-3	25	7	-2
> O=C(CN1CCC(NC(=O)C2CCCCC2)CC1)NCc1ccco1
  0	-15	11	0	-24	4	-18	5	4	-8	-5
> COC(c1ccccc1)c1nnc(CCC(=O)N(C)C(C2CC2)C2CC2)o1 (stereo not given)
  -11	-28	-60	2	-12	11	-8	-2	-7	-9	-2

# Whole records as entered above:
# O=C(c1ccccc1)N1CN2CN(C(=O)c3ccccc3)CC([N+](=O)[O-])(C2)C1 is listed as SRC2 inh: 6; TWEAK-Fn14 inh: 0; TROY NFkB inh: 4; Granule exo inh: -4; SRC1 inh: -6; TLR9-MyD88 block: -2; NR2F2 inh: -3; NOD2 RIPK2 PPI: -1; NCOA3 inh: 9; ABHD5-PLIN5 inh: 2; LRH-1 inv ag: 11
# CC(OC(=O)Cc1c[nH]c2ccccc12)C(=O)N(C)c1ccccc1 (stereo not given) is listed as SRC2 inh: -18; TWEAK-Fn14 inh: 7; TROY NFkB inh: -20; Granule exo inh: -2; SRC1 inh: 7; TLR9-MyD88 block: -4; NR2F2 inh: -8; NOD2 RIPK2 PPI: -9; NCOA3 inh: 3; ABHD5-PLIN5 inh: 10; LRH-1 inv ag: 11

# (listing goes on)
# Below each compound – SRC2 inh	TWEAK-Fn14 inh	TROY NFkB inh	Granule exo inh	SRC1 inh	TLR9-MyD88 block	NR2F2 inh	NOD2 RIPK2 PPI	NCOA3 inh	ABHD5-PLIN5 inh	LRH-1 inv ag
> CCC1(C(=O)c2ccccc2)C(c2cccc([N+](=O)[O-])c2)C1(C(=O)OC)C(=O)OC (stereo not given)
  17	3	9	-1	10	-5	10	-16	10	-1	6
> Cn1c(=O)[nH]c2nc[nH]c2c1=O
  -63	8	-7	-5	7	1	-2	-10	-5	1	-19
> Cc1cc2cc(CNC(=S)NC3CCCCC3)ccc2n1C
  -29	13	7	0	-18	1	9	-18	17	4	10
> COC(=O)Cc1nnc(Nc2cccc(C)c2)c2ccccc12
  8	-4	24	13	-30	3	-6	-13	15	-10	-2
> Nc1c(S(=O)(=O)c2cc(Cl)ccc2Cl)c2nc3ccccc3nc2n1CCN1CCOCC1
  -9	7	-20	3	3	-2	-5	4	-6	8	0
> O=C(Nc1cc(S(=O)(=O)N2CCOCC2)ccc1N1CCOCC1)c1ccccc1[N+](=O)[O-]
  -26	-26	5	3	-8	-6	-8	-4	-13	2	-10
> CCOC(=O)C1=C(COC(=O)C2(C)CC2(Cl)Cl)NC(=O)NC1c1ccc(OC)cc1 (stereo not given)
  -10	12	-8	-4	-17	1	10	-6	11	-3	-10
> CCCc1cc(NCCOCCO)n2c(nc3ccccc32)c1C#N
  -21	9	-4	-4	6	-14	-1	-4	-11	9	45
> CCn1cc(C(=O)NCCC(=O)OC)c(=O)c2cc3c(cc21)OCO3
  20	-4	17	-4	-1	4	22	-4	-3	11	-14
> CCCCn1c(N)c(N(CCOC)C(=O)C2CCN(C(=O)c3ccc(F)cc3)CC2)c(=O)[nH]c1=O
  2	-15	-5	-3	6	-5	-6	0	-8	9	-4
> CCC(C(=O)NCC1CCCO1)N(Cc1ccc(F)cc1)C(=O)CNS(=O)(=O)c1ccccc1 (stereo not given)
  -10	18	-4	1	5	-1	-6	4	9	-2	-7
> Cc1ccccc1CC(=O)NCc1cccnc1
  -5	-14	13	-5	-2	1	-8	-12	-3	-8	10
> CCOC(=O)c1c(NC(=O)c2ccc(Br)o2)sc(C)c1CC
  17	13	15	14	0	2	1	-16	0	-12	-12
> O=C(NCCCO)NC12CC3CC(CC(C3)C1)C2
  9	-25	-36	-7	-4	0	-4	7	-13	4	-28
> Cc1ccc(S(=O)(=O)N2CCN(C(=O)c3ccc4ccccc4n3)CC2)c(C)c1
  -65	-26	-31	-4	-65	0	-30	3	-38	3	-36
> O=C(NC1CCCCC1)C(c1ccc(F)cc1)N(C(=O)c1csnn1)C1CCCC1 (stereo not given)
  -21	11	-1	20	8	-5	6	-3	-1	-4	3
> Cc1ccc(CN2CCC(n3nccc3NC(=O)CCCc3ccccc3)CC2)o1
  21	14	-10	-5	-45	-7	14	-14	1	12	-9
> CS(=O)(=O)c1ccccc1C(=O)Nc1cc2c(cc1C(=O)O)OCCCO2
  -4	11	1	35	-2	-9	8	-4	5	2	6
> CCN(CC)S(=O)(=O)c1cc(C(=O)O)c(Cl)cc1Cl
  15	-6	-9	2	-2	2	-17	-17	14	-2	5
> COc1cccc(C(=O)NCCS(=O)(=O)N2CCCC2)c1
  -18	-9	-6	4	-40	-5	14	3	14	-1	-6
> Cc1ccc(NC(=S)N(Cc2cccc(Br)c2)CC2CCC(C(=O)O)CC2)cc1 (stereo not given)
  -18	-26	-34	-2	-4	-5	11	8	8	-5	6
> Cc1ccccc1N1C(=O)CC(N(O)c2ccccc2)C1=O (stereo not given)
  -12	13	-18	4	0	-2	-9	-6	-5	5	-1
> CC1CCc2sc3ncnc(N4CCN(CCO)CC4)c3c2C1 (stereo not given)
  6	-24	12	11	-4	-4	-9	1	-29	8	7
> O=C(OCc1cc(=O)n2ccsc2n1)C1(c2ccc(Cl)cc2)CC1
  1	-5	-18	5	0	-1	6	-13	-3	2	1
> Cc1ccc(NC(=S)N(Cc2ccc(Cl)cc2)Cc2ccc(C(=O)O)cc2)cc1Cl
  -5	6	14	2	3	3	8	-11	14	-3	18
> CC(C)[C@H](NC(=O)Nc1ccc(Oc2ccccc2)cc1)C(=O)O
  -17	0	-25	-6	-1	-2	-10	-9	4	4	-1
> Cc1ccc(N(CC(=O)Nc2ccc(C)cn2)S(=O)(=O)c2c(C)nn(C)c2C)cc1
  -21	22	-6	-1	-21	-2	-6	3	9	4	2
> NC(=O)CSc1nc2ccccc2c(=O)n1CCc1ccccc1
  3	-4	-3	-1	-26	-9	-9	2	-15	-1	-9
> COC(C/C=C/C(=O)[C@H](C)OCc1ccccc1)OC
  .	48	15	-6	-15	-8	.	-7	-13	30*	-16
> CCOc1cc(N2CCOCC2)c(OCC)cc1NC(=O)COC(=O)c1ccc([N+](=O)[O-])o1
  -7	5	6	-18	-8	-8	-1	5	-5	3	28
> Cn1c(=O)[nH]c(NC2CCCCC2)c(N=O)c1=O
  12	7	1	-1	20	0	10	-20	28	14	5
> C[C@H](C[C@H](O)[C@H]1OC1(C)C)C1=C2C[C@H](O)C3[C@@]4(C)CCC(=O)C(C)(C)C4CC[C@]3(C)[C@@]2(C)CC1 (stereo not given in full)
  21	14	47	-5	2	-1	27	-9	10	14	9
> CCOc1ccc(NC(=O)COc2nsnc2N2CCCCC2)cc1
  0	4	3	-3	-11	-1	-13	-6	-1	-7	-17
> CN1CCN(c2nc3c(c(=O)[nH]c(=O)n3C)n2CCSc2nc3ccccc3s2)CC1
  -6	2	-3	4	-12	-1	12	-1	-3	0	-14
> CCCC[C@@H](CNC)NC[C@H](NCCCCC1CCCCC1)C(C)C
  0	-25	-5	-2	-11	5	-8	7	-4	12	5
